SW480 rerep = DNA re-replication induction in SW480 cells | SW480 DNA re-replication, Hoechst DNA content imaging, 48 h | Potency, µM (highest dose often 46.1 µM), for inactives: top-dose re-replication activation, actives largely listed as activators | 1.8% of 340,000 active | AID 624297; also: potency is read from the fitted curve at half-maximal effect; % of control where 0% means no effect; nearly all actives have a fitted effect of over 55% in size
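Image-based DNA-content assay: after two days of treatment, nuclei were labelled with the DNA dye Hoechst and imaged, and hits were compounds raising the count of nuclei showing high fluorescence intensity.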
HT1080 IDH1KD tx = kills HT-1080 cells with IDH1 knockdown; Potency, µM (highest dose often 46.1 µM), inactives show at the top dose activity, negative = toxicity, actives largely listed as cytotoxic; HT-1080 IDH1 knockdown viability, ATP luminescence, 48 h; 2% of 360,000 active;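 also: potency is read from the fitted curve at half-maximal effect; 0% = DMSO wells and -100% = cell-free medium wells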
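After a 2 h attachment period, IDH1KD HT-1080 cells took pin-transferred compound for 48 h at 37 °C; ATP-based luminescence after 10 min room-temperature reagent incubation reported viability.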
IL1B secr inh = inflammasome signaling inhibition, IL-1 beta readout; THP-1 LPS/ATP IL-1B secretion, AlphaLISA, 16 h; hits give low values; activity change, % at 57.5 µM; 4.7% of 360,000 active; in the data active = activity change below about -50%; inconclusive = mostly about -30% to -49%; also: % is scaled to controls: 0 for no effect and ±100 for the full control effect
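Secreted IL-1B measured by AlphaLISA bead assay after 16 h compound exposure of THP-1 cells; compounds (final up to 57.5 uM) added 1 h before LPS (250 ng/mL) and ATP (1.25 mM) stimulation; lower signal means less secretion.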
D3 ag = activates the human D3 dopamine receptor. AID 652048. max activation, %. 0.58% of 410,000 active. D3R DiscoveRx beta-arrestin cells, luminescence, 90 min; in the data active = max activation above about 30%; also: 0% is about no effect; mostly tested at two doses, the higher about 12 µM
Target sequence (P35462 whole entry, looked up): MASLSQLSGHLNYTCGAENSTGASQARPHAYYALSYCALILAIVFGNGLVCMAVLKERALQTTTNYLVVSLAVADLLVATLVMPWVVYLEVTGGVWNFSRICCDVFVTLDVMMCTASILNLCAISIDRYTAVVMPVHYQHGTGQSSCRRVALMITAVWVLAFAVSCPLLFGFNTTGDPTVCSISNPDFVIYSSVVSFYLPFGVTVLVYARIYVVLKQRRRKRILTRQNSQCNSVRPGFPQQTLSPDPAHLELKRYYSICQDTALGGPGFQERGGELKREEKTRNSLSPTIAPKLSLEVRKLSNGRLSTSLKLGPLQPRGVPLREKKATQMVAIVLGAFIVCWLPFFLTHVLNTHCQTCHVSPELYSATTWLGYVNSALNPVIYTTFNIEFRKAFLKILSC
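Cells at 1500/well, incubated overnight, then treated with pinned compounds (dopamine as control) for 90 min at 37 degrees C. DiscoveRx reagent added for 30 - 60 minutes at room temperature; luminescence read.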
GLP-1R agonist = GLP-1 receptor (human) agonism; P43220; HEK293 GLP-1R CRE-luciferase, luminescence, 4-6 h; cells express a hypersensitive GLP-1R form; Potency, µM (doses to about 45.6 µM), for the others: at the highest dose activation, most hits filed as activators; 0.007% of 380,000 active; AID 624172; also: potency is read from the fitted curve at half-maximal effect; % of control where 0% means no effect
Target sequence (P43220 whole entry, looked up): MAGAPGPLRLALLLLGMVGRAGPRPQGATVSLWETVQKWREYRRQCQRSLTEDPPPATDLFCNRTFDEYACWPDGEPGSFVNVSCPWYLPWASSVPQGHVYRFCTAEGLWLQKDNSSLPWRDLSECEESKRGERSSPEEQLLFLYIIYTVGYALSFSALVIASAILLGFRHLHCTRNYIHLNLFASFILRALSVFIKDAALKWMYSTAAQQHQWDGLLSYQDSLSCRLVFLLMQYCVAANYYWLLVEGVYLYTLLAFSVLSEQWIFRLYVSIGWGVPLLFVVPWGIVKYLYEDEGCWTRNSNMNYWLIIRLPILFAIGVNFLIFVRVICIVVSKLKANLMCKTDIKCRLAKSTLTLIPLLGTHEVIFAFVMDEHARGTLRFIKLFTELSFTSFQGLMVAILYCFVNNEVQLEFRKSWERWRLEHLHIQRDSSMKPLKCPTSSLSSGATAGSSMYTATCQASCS
KB-V1 MDR tox = KB-V1 MDR subline cytotoxicity | KB-V1 MDR cells viability, CellTiter-Glo, 72 h | Potency, µM (titrated, usually from 46.1 µM), for the others: at the highest dose activity change, negative = cytotoxicity, most hits filed as cytotoxic | 3.4% of 400,000 active; also: potency is read from the fitted curve at half-maximal effect; % is scaled to controls: 0 for no effect and ±100 for the full control effect; nearly all actives have a fitted effect of over 60% in size
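KB-V1, DMEM (no phenol red) + 10% FBS; cpd pin-transferred, titration series; 72 h, 37 degrees C; CellTiter-Glo, luminescence. Data normalized, curve-fit.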
D3 antag = blocks the human D3 dopamine receptor. AID 652054. max response, negative = inhibition, %. 2.5% of 360,000 active. D3R cells, DiscoveRx beta-arrestin luminescence, antagonist mode; hits give low values; in the data active = max response below about -50%; inconclusive = no clear call, values can overlap the other calls; also: % is scaled to controls: 0 for no effect and ±100 for the full control effect; mostly tested at two doses, the higher about 12 µM
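Cells expressing the human receptor were seeded at 1500 cells/well, incubated overnight at 37 degrees C in 5% CO2, then exposed to library compounds with dopamine controls for 90 minutes at 37 degrees C before luminescent detection.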
HT1080NT lethal = kills 2HG-producing HT-1080-NT fibrosarcoma cells | HT-1080-NT fibrosarcoma viability, CellTiter-Glo ATP luminescence, 48 h | Potency, µM (top dose mostly 46.1 µM), for the others: top-dose activity, negative = less viability, hits mostly cytotoxic | 1.6% of 360,000 active;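 also: NT is the 2HG producing partner of a matched IDH1 knockdown line; potency is read from the fitted curve at half-maximal effect; 0% = DMSO-treated cells and -100% = media-only wells without cells; nearly all actives have a fitted effect of over 55% in size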
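Read-out is CellTiter-Glo luminescence after 10 minutes at room temperature, following 48 hours' compound treatment of HT-1080-NT cells (750 cells/well, RPMI, 5% FBS, 37 degrees C).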
KB-3-1 cytotox = kills parental KB-3-1 adenocarcinoma cells; Potency, µM (highest dose often 46.1 µM), inactives show at the top dose activity change, negative = cytotoxic, actives largely listed as cytotoxic; KB-3-1 viability, CellTiter-Glo ATP luminescence, 72 h; 1.4% of 400,000 active; also: potency is read from the fitted curve at half-maximal effect; % is scaled to controls: 0 for no effect and ±100 for the full control effect; nearly all actives have a fitted effect of over 60% in size
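Cytotoxicity measured as CellTiter-Glo luminescence after 72 h at 37 C. Compound titrations were pinned onto drug-naive KB-3-1 parental adenocarcinoma cells grown in DMEM with 10% FBS, and normalized data fitted to concentration-response curves.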
An asterisk follows results filed as active; ? = inconclusive; . = no result given; & = joins results of further samples; [ ] = another dose, or the depositor's remark. Unless noted, calls follow the shape of the dose curve; as a rule, active = well fitted curve in the direction sought with a large enough effect; inconclusive = small, poorly fitted or top-dose-only effect, or another doubt; inactive = no such curve, though single readings can be large; an effect the other way counts as inactive or inconclusive.

SMILES	SW480 rerep	HT1080 IDH1KD tx	IL1B secr inh	D3 ag	GLP-1R agonist	KB-V1 MDR tox	D3 antag	HT1080NT lethal	KB-3-1 cytotox
Cc1ccccc1C(=O)N1CCC(C(=O)NC2CCCCCC2)CC1	4%	10%	36	0	3%	-19%	6	15%	2%
NC(=O)c1ccsc1NC(=O)COC(=O)/C=C/c1ccccc1	-11%	1%	15	16	1%	0%	15	0%	8%
Cc1ccc(C)c(S(=O)(=O)NC2CCS(=O)(=O)C2)c1 (stereo not drawn)	3%	12%	-2	0	-1%	13%	11	9%	21%
O=C(NN=Cc1c(F)c(F)c(F)c(F)c1F)c1ccc(NS(=O)(=O)c2cccs2)cc1	-6%	-3%	-99*	2	-2%	2%	4	-1%	-22%
COc1cc(CCC(=O)OCn2nnc3ccccc3c2=O)cc(OC)c1OC	-3%	10%	39	0	6%	5%	15	14%	2%
COc1cc(Cl)cc(C(c2c(C(=O)O)[nH]c3ccccc23)c2c(C(=O)O)[nH]c3ccccc23)c1O	-11%	-8%	74	4	-2%	-5%	3	0%	20%
COC(=O)C1N2C(=O)[C@@H](NC(=O)COc3ccccc3)[C@H]2SC1(C)C (stereo partly drawn)	-6%	0%	26	2	0%	5%&8%	0	-3%	-7%&1%
C#CC[N+](C)(C)CCCCCCCC	-1%	?	-54*	9	-1%	3%	6	?	5.2µM*
FC(F)(F)c1cc(-c2cccs2)nc2cc(-c3cccs3)nn12	?	0%	32	5	0%	5%	8	1%	2%
CCc1cccc(CC)c1NC(=O)COc1ccccc1C(=O)c1cc(C#N)c(=O)n(C2CCCCC2)c1	3%	-4%	-20	1	0%	-19%	4	-8%	-8%
CC(C)(C)C(=O)N1CCN(c2ccnc3cc(Cl)ccc23)CC1	2%	0%	-14	-7	-1%	?	20	14%	-7%
CC(=O)c1ccc(NC(=O)C2CCN(S(=O)(=O)c3cccc4cccnc34)CC2)cc1	-5%	2%	18	3	10%	4%	37	0%	22%
CCn1c2ccccc2c2cc(/C=C(/C#N)C(N)=S)ccc21	14%	-16%	8	-13	-10%	1%	7	-17%	-14%
CCOC(=O)/C(=C\c1ccc([N+](=O)[O-])cc1)C(=O)c1cc(C(C)=O)c(Nc2ccccc2)s1	?	18%	-116*	-19	-2%	8.2µM*	?	24%	3.3µM*
CN(CCc1ccccn1)C(=O)c1cccnc1Oc1ccc(Cl)cc1	-2%	-8%	-1	5	9%	0%	10	-3%	-7%
O=C1CCN(S(=O)(=O)c2ccccc2)CCN1CCOCc1ccc(Cl)cc1	-13%	-1%	25	12	4%	-6%	?	4%	0%
COc1ccc(NC(=O)/C(C#N)=C/c2ccc3c(c2)n(C)c(=O)n3C)cc1	6%	-3%	21	-7	5%	?	-14	0%	-2%
S=C(Nc1ccccc1)N1CCN(C/C=C/c2ccccc2)CC1	-10%	-10%	11	-20	6%	-14%	0	-2%	-17%
CCCC1OC(c2ccco2)OCC1CC (stereo not drawn)	3%	6%	-10	1	4%	6%	-4	13%	1%
O=C(Nc1ccccc1)C(=O)Nc1ccccn1	-3%	-16%	11	2	0%	?	13	-4%	-21%
COc1ccccc1CNC(=O)CSc1ccc(-c2cccs2)nn1	-3%	-12%	-4	-3	14%	?	12	-14%	19%
O=C(CN1C(=O)S/C(=C\c2cc(Cl)c(O)c(Cl)c2)C1=O)Nc1ccccc1	5%	?	-5	6	-2%	?	29	-18%	1%
Cc1ccc(CNC(=O)CCC2CCCN(C(=O)CCC(F)(F)F)C2)o1 (stereo not drawn)	2%	19%	13	4	12%	0%	11	4%	18%
Cc1c(C(=O)N2CCc3ccccc3C2)sc2nc(-c3ccccc3)cn12	9%	?	-11	0	6%	9%	12	-5%	2%
C=CCn1c2[n+](c3ccccc3c1=O)CCCCC2	10%	4%	0	2	4%	23%	-3	13%	22%
CC(=O)N1c2ccccc2-c2nc3ccccc3n2C1C (stereo not drawn)	-11%	4%	0	1	-1%	-4%	2	-1%	15%
Cc1cccc(Cn2c(SCC(=O)Nc3ccccc3)nc3c2c(=O)[nH]c(=O)n3C)c1	-12%	-12%	?	-4	-4%	1%	-25	-14%	?
O=C(Nc1ccccc1)N1CCCC(c2nc(-c3ccc(F)cc3)no2)C1 (stereo not drawn)	2%	-10%	-15	6	0%	?	47	-4%	11%
COc1cc(NC(=O)c2cccc(F)c2)cc(OC)c1OC	-6%	11%	-9	-1	5%	6%	0	20%	-3%
Cc1cccc(NC(=O)CSc2nc(=O)n(CCCN3CCOCC3)c3c2CCCC3)c1	-3%	2%	-26	-20	19%	-1%	-16	4%	2%
O=C(Nc1ccc(Cl)cn1)c1cccnc1	?	-18%	4	3	14%	?	-51*	-15%	?
CCCc1ccccc1OCCNC(C)=O	6%	14%	0	-3	-3%	-2%	-1	14%	-4%
Cc1ccc(C(=O)C(C)OC(=O)CNS(=O)(=O)c2ccc(C)cc2)cc1 (stereo not drawn)	-14%	-1%	8	0	-5%	6%	13	0%	-3%
C1=CCC(CN2CCNCC2)CC1 (stereo not drawn)	-16%	13%	-6	1	7%	?	-4	10%	?
O=C(NC(Cc1ccccc1)C(=O)Oc1ccc2c(C(F)(F)F)cc(=O)oc2c1)OCc1ccccc1 (stereo not drawn)	?	-3%	28	16	10%	?	31	-3%	-29%
O=C(NCc1ccccc1)c1ccc(CS(=O)(=O)c2ccccc2)o1	6%	4%	-3	2	9%	0%	-21	1%	-5%
CC(C)NC(=O)C1(C)CN(S(C)(=O)=O)CC(=O)N1Cc1cccc(C(F)(F)F)c1 (stereo not drawn)	.	-15%	-4	-13	.	-13%	0	-12%	7%
CCN(CC)S(=O)(=O)c1ccc(Cl)c(C(=O)NC2CCN(Cc3ccccc3)CC2)c1	-7%	2%	-9	-6	4%	-3%	-65*	-1%	-4%
Cc1ccc(C(=O)CN(C(=O)c2ccc(Cl)c(Cl)c2)N2C(=O)C3CCCCC3C2=O)cc1C (stereo not drawn)	-7%	7%	3	-3	-15%	-9%	-16	-1%	-6%
CC(=O)Nc1sc(N/N=C\c2ccco2)nc1-c1cccs1	-9%	-2%	-20	9	3%	-2%	21	-3%	17%
CC(OC(=O)c1cccc(-n2cnnn2)c1)C(=O)Nc1ccc(N(C)C)cc1 (stereo not drawn)	-1%	-7%	2	0	7%	-28%	24	-18%	-12%
CNS(=O)(=O)c1ccc2nc(NC(=O)c3ccc(N4C(=O)CCC4=O)cc3)sc2c1	-78%[inhibitor]	1%	13	3	8%	1%	-4	-3%	-1%
NC(=O)c1cccc(CC(=O)c2ccccc2)c1	-5%	-1%	3	3	-4%	1%	10	-3%	1%
COc1ccc(CNC(=O)COC(=O)CC2CCCC2)cc1	-1%	6%	18	14	11%	1%	0	6%	1%
CCOc1ccccc1NC(=O)CSc1nc(-c2cccs2)cc(C(F)(F)F)n1	.	.	.	0	-1%	-3%	.	.	3%

4 compounds out of the list, ordered by molar mass, largest number first:
SMILES	SW480 rerep	HT1080 IDH1KD tx	IL1B secr inh	D3 ag	GLP-1R agonist	KB-V1 MDR tox	D3 antag	HT1080NT lethal	KB-3-1 cytotox
O=C(Nc1ccccc1)N1CCCC(c2nc(-c3ccc(F)cc3)no2)C1 (stereo not drawn)	2%	-10%	-15	6	0%	?	47	-4%	11%
COc1ccc(NC(=O)/C(C#N)=C/c2ccc3c(c2)n(C)c(=O)n3C)cc1	6%	-3%	21	-7	5%	?	-14	0%	-2%
FC(F)(F)c1cc(-c2cccs2)nc2cc(-c3cccs3)nn12	?	0%	32	5	0%	5%	8	1%	2%
S=C(Nc1ccccc1)N1CCN(C/C=C/c2ccccc2)CC1	-10%	-10%	11	-20	6%	-14%	0	-2%	-17%

More records follow:
SMILES	SW480 rerep	HT1080 IDH1KD tx	IL1B secr inh	D3 ag	GLP-1R agonist	KB-V1 MDR tox	D3 antag	HT1080NT lethal	KB-3-1 cytotox
Cc1ccc(/C=C2\SC(=S)N(C3CCS(=O)(=O)C3)C2=O)cc1 (stereo not drawn)	0.0052µM*	6%	-24	-5	0%	-8%	-19	-3%	-20%
CCOc1ccccc1NC(=O)N1CCC(C(=O)c2ccc(F)cc2)CC1	12%	7%	-30	2	4%	5%	-4	10%	-9%
O=C(c1nc2ccc(Cl)cn2c1CN1CCC[C@H]1CO)N1CCc2ccccc2C1	.	-3%	7	-2	-1%	?	-24	-2%	-14%
Cc1cccc(C)c1NC(=O)Cn1nnc(-c2ccc(N3CCOCC3)cc2)n1	0%	?	-10	2	1%	-22%	17	?	9%
O=Cc1ccc(Oc2ccc(F)cc2)nc1	-1%	4%	27	1	1%	8%	15	3%	4%
COCc1cc(C)nc(SCC(=O)Oc2ccccc2)c1C#N	-6%	-4%	-19	6	-2%	-2%	-7	18%	-9%
OC(CSc1ccccc1)CN1CCN(c2ccccc2)CC1 (stereo not drawn)	-2%	7%	2	-2	-2%	9%	?	2%	8%
CN(CC(=O)Nc1ccc(Cl)c(C(F)(F)F)c1)C(=O)CCCNC(=O)c1ccc(Cl)cc1	2%	?	-22	6	13%	-21%	4	?	?
O=C(CCCn1c(=S)[nH]c2cc3c(cc2c1=O)OCO3)N1CCN(c2ncccn2)CC1	-8%	3%	-8	23	17%	?	27	6%	?
O=C(Nc1cc2c(cc1C(=O)O)OCCCO2)c1ccc(F)cc1F	-3%	3%	14	-1	0%	-2%	5	3%	7%
NC(=O)c1ccc(=O)n(Cc2ccc(Cl)cc2Cl)c1	-4%	0%	17	0	6%	-3%	10	-4%	0%
C#CCOC(=O)C1C2C=CC(C2)C1C(=O)O (stereo not drawn)	-7%	4%	13	4	2%	1%	5	8%	28%
O=C(CN1C(=O)NC2(CCc3ccccc32)C1=O)Nc1cccc(Cl)c1 (stereo not drawn)	3%	-8%	-15	2	0%	-5%	-17	-16%	-3%
CCOc1ccc(/C=N/NC2=NCCCCC2)cc1	2%	9%	-2	-2	5%	-15%	-8	18%	4%
Cc1c(Cl)cccc1NC(=S)Nc1ccc(S(=O)(=O)Nc2ncccn2)cc1	0%	-2%	-5	-2	2%	?	-11	10%	6%

High-throughput results as filed in PubChem BioAssay.

Not a hit list. About 12% of those tested had a hit in this group.
